High-throughput results: PubChem BioAssay, National Center for Advancing Translational Sciences (NCATS)
HepG2 tox: counter-screen for TGF-b inhibitors: cytotoxicity in HepG2 cells; HepG2 CAGA-GFP viability, ATP luminescence, 18 h; Potency, µM (highest dose often 46.1 µM), for the others: at the top dose activity change, negative = cytotoxicity, most hits filed as cytotoxic; 410,000 compounds, 0.76% hits; AID 588856; note: some results filed as inactive show a strong effect at the top dose
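HepG2 CAGA-GFP cells (1000/well, DMEM with 1% FBS) received compound, then TGF-beta at 500 pg/mL final, and were incubated 18 hours at 37 degrees C. Viability was read by CellTiter-Glo luminescence. Media-only wells were set as complete cell-killing and DMSO as no toxicity.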
Nrf2 ARE act: activates Nrf2 signaling; 410,000 compounds, 0.31% hits; AID 624171; Potency, µM (top dose mostly 46.1 µM), without a hit: top-dose activation, most hits filed as activators; AREc32 ARE-luciferase reporter (MCF7-derived line), luminescence, 24 h; note: % of control where 0% means no effect; nearly all actives have a fitted effect of over 65% in size
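Luciferase luminescence (Steady-Glo, 30 min at room temperature) served as the read-out of ARE activation in AREc32 cells treated with compounds for 24 hr at 37 deg C.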
MCF10A rerep: induces DNA re-replication in MCF 10a normal breast cells; MCF 10A DNA re-replication, Hoechst nuclear intensity, 48 h; Potency, µM (titrated, usually from 46.1 µM), inactives show at the highest dose activity, positive = re-replication, hits mostly activators; 350,000 compounds, 2.9% hits; note: % of control where 0% means no effect; nearly all actives have a fitted effect of over 50% in size
Nrf2 inh: Nrf2 pathway inhibition; Potency, µM (highest dose often 46 µM), without a hit: at the top dose activity change, negative = inhibition, hits mostly inhibitors; 360,000 compounds, 2.1% hits; A549 ARE-Fluc reporter, luciferase luminescence, 18-24 h; note: % is set by controls: 0 for no effect and ±100 for the full control effect; nearly all actives have a fitted effect of over 60% in size
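Quantitative HTS in A549 cells stably bearing an antioxidant response element-firefly luciferase construct. Inhibition of Nrf2-driven transcription was scored by luminescence after 18-24 h of compound exposure at 37 °C.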
A549 viability: A549 cytotoxicity, counter-screen for Nrf2 inhibitors | A549 ARE-Fluc cells, CellTiter-Fluor viability, 18-24 h | Potency, µM (doses to about 46 µM), without a hit: at the highest dose activity change, negative = cytotoxicity, most hits filed as inhibitors | 390,000 compounds, 0.16% hits | AID 504648; note: % is set by controls: 0 for no effect and ±100 for the full control effect
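A549 ARE_Fluc cells in 5% FBS OPTI-MEM were exposed to compounds in concentration-response for 18-24 h at 37 deg C. Viability was read by CellTiter-Fluor fluorescence (Ex 405/Em 525) after 30 min, before the luciferase read.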
TGFb SMAD3 inh: inhibitors of TGF-b signaling; HepG2 CAGA-GFP TGF-b/SMAD3 reporter, GFP fluorescence, 18 h; TGF-beta stimulated, 500 pg/mL final; 410,000 compounds, 1.2% hits; Potency, µM (top dose mostly 46.1 µM), inactives show at the highest dose activity, negative = inhibition, hits mostly inhibitors; note: % is set by controls: 0 for no effect and ±100 for the full control effect; nearly all actives have a fitted effect of over 65% in size
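HEPG2 CAGA-GFP, 1000 cells/well; 2 h settle, 37 C; cpd via pin tool; TGF-b 500 pg/mL final; 18 h, 37 C; GFP imaging ex488/em500-530; %Activity normalised to -TGF-b and +DMSO controls; CRC fit, curve class.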
EPAC2 antag: EPAC2 (human) antagonism. AID 720708. Potency, µM (titrated, usually from 114 µM), inactives show at the highest dose activity, negative = inhibition, actives largely listed as inhibitors. Q8WZA2. 360,000 compounds, 0.18% hits. EPAC2 GEF exchange of Rap1B-BODIPY-GDP, fluorescence; note: % is set by controls: 0 for no effect and ±100 for the full control effect; nearly all actives have a fitted effect of over 45% in size; many of its hits are not listed in these tables
Target sequence (Q8WZA2 whole entry, looked up): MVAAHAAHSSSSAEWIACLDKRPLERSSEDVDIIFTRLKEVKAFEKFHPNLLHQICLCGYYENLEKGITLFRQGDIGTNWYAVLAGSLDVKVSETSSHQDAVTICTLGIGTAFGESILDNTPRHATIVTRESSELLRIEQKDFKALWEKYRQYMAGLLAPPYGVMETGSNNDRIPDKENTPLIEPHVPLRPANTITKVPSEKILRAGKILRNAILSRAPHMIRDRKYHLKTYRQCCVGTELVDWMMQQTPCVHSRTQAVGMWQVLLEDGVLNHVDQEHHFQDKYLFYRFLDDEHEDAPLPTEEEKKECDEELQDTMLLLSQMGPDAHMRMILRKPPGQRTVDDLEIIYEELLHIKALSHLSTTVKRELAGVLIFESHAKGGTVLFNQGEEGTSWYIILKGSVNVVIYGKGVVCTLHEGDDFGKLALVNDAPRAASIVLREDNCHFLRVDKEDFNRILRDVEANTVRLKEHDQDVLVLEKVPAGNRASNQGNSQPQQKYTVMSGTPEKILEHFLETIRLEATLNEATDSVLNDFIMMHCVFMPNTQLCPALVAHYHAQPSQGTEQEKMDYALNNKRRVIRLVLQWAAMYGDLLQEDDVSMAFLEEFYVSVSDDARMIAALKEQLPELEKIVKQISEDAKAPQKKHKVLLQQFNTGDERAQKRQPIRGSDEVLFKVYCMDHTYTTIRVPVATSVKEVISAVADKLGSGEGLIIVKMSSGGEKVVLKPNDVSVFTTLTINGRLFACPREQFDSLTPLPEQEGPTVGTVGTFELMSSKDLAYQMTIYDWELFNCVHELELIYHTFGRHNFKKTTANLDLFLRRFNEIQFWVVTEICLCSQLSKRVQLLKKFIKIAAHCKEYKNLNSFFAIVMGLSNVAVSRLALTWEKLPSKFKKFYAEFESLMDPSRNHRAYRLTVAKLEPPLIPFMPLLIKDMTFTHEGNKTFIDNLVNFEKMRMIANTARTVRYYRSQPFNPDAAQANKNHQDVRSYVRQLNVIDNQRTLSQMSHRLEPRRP
ATXN2 expr inh: reduces ATXN2 reporter expression in HEK-293 cells. HEK-293 ATXN2-luciferase reporter, luminescence, 24 h. Potency, µM (highest dose often 57 µM), inactives show top-dose activity change, negative = inhibition, hits mostly inhibitors. 360,000 compounds, 0.72% hits. AID 1745845; note: % is set by controls: 0 for no effect and ±100 for the full control effect; nearly all actives have a fitted effect of over 55% in size
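ATXN2-luciferase reporter cells (luciferase flanked by upstream and downstream ATXN2 gene portions) were treated 24 h at 37 °C with compounds at up to 57 uM. SteadyGlo luminescence gave expression; GF-AFC fluorescence gave viability.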
S2 tox: cell viability loss in ATXN counter-screen | S2 cells (HEK-293 line with an ATXN2-luciferase reporter) viability, CellTiter-Fluor protease fluorescence, 24 h | Potency, µM (doses to about 56.7 µM), actives largely listed as cytotoxic | 400,000 compounds, 0.49% hits | AID 651635; note: nearly all actives have a fitted effect of over 40% in size
* hit, by the source's call; i = inactive; ? = inconclusive; . = no result given; & = joins results of further samples; [ ] = another dose, or the depositor's remark. Calls come from the whole dose curve; as a rule, active = well fitted curve in the direction sought with a large enough effect; inconclusive = small, poorly fitted or top-dose-only effect, or another doubt; inactive = no such curve, though single readings can be large; an effect the other way counts as inactive or inconclusive. Potency is the fitted concentration of half-maximal effect. Some of the compounds tested. The share of hits here may be higher or lower than overall.

Screens in order – HepG2 tox, Nrf2 ARE act, MCF10A rerep, Nrf2 inh, A549 viability, TGFb SMAD3 inh, EPAC2 antag, ATXN2 expr inh, S2 tox
1. O=C1c2cccnc2C(Nc2ccccc2Br)N1Cc1ccco1 (centres undefined)
 : -18%, 2.9%, -3%, -1%, -3%, -15%, -21%, 2%, i
2. COc1ccc(C(CNC(=O)c2cccc(S(=O)(=O)Nc3ccc(C)cc3)c2)N2CCOCC2)cc1 (centres undefined)
 : -6%, 0.6%, 12%, -6%, 3%, -1%, -10%, -13%, i
3. Cc1ccc2c(CSc3nnnn3C)cc(=O)oc2c1
 : -11%, 0.3%, -2%, 2%, -8%, -13%, -8%, -11%, i
4. COc1ccc(OC)c(NC(=O)COc2ccc3c(c2)CCC3)c1
 : 3%, 4.3%, 5%, -11%, 5%, 0%, ?, 6%, i
5. CCSC1=NC2(CCCCC2)Nc2sc3c(c21)CCCC3
 : -16%, 3.9%, ?, -19%, -12%, 3%, -13%, -22%, i
6. O=C(NNC(=O)c1nc2ccccc2[nH]1)OCc1ccccc1
 : -34%, 19%, -40%, ?, 1%&7%, -1%, 6%, 5%, i
7. COC(=O)C1C(=O)N2CCCSC2=C(C#N)C1c1cccs1 (centres undefined)
 : -2%, 0.1%, ?, -24%, -2%, 8%, 0%, 2%, i
8. COc1ccc(/C(C)=N/OC/C(O)=C(\C#N)c2nc3ccccc3[nH]2)cc1OC
 : -19%, -0.1%, ?, -6%, -3%, 7%, 2%, -20%, ?
9. O=C(Nc1ccccc1)c1cccc(NC(=O)c2ccco2)c1
 : -7%, 20%, -5%, ?, -7%, 13%, 5%, -3%, i
10. O=C1NCC(COCC2CC=CCC2)O1 (centres undefined)
 : -4%, -1.4%, 10%, -4%, -11%, 0%, -3%, -6%, i
11. CC(C)C[C@H](NC(=O)Nc1ccc(Oc2ccccc2)cc1)C(=O)O
 : 14%, -0.3%, -83%[inhibitor], 3%, 0%, 2%, -3%, 0%, i
12. CCOC(=O)C1CCCN(C(=O)c2ccc(Cl)c(S(=O)(=O)N3CCc4ccccc43)c2)C1 (centres undefined)
 : 0%, 4.5%, ?, -13%, -3%, -3%, -7%, -15%, i
13. On1c(-c2ccccc2Cl)nc2ncccc21
 : -5%, -0.8%, 15%, -1%, -1%, -15%, -2%, -7%, i
14. CC1Cc2ccccc2N1C(=O)CCS(=O)(=O)c1cccs1 (centres undefined)
 : 5%, 0.1%, 1%, ?, 4%, -17%, 25%, 66%[activator], i
15. CCCN(CCC)C(=O)Cn1c(=O)n(-c2ccc(Cl)cc2)c(=O)c2c3c(sc21)CCCC3
 : 1%, -1.1%, ., 7%, 2%, -8%, ., -5%, i
16. CCCCNC(=O)c1ccc(N2CCC3(CC2)OCCO3)c([N+](=O)[O-])c1
 : -16%, 2.6%, ., 8%, -2%, 8%, 9%, 9%, i
17. COc1ccc(C)c2sc(N(Cc3cccnc3)C(=O)c3cccs3)nc12
 : -33%, 11%, ., ., -1%, ?, ., ., .
18. Fc1cc(F)c2nc(Nc3nc4c(F)cccc4s3)sc2c1
 : -5%, ?, ?, -23%, -1%, ?, -1%, 33%, i
19. COc1cc(NC(=S)Nc2ccc(Br)cc2Cl)c(OC)cc1Cl
 : -12%, 0.4%, 20%, 0%, ?, ?, -11%, -20%, i
20. C=CCOc1cccc(C2C(C(=O)c3ccc(C)o3)=C(O)C(=O)N2CCCn2ccnc2)c1 (centres undefined)
 : 3%, -0.1%, 27%, 0%, -3%, -3%, 0%, -8%, i

Continued, overlapping the part above by 2 compounds.
Screens in order – HepG2 tox, Nrf2 ARE act, MCF10A rerep, Nrf2 inh, A549 viability, TGFb SMAD3 inh, EPAC2 antag, ATXN2 expr inh, S2 tox
19. COc1cc(NC(=S)Nc2ccc(Br)cc2Cl)c(OC)cc1Cl
 : -12%, 0.4%, 20%, 0%, ?, ?, -11%, -20%, i
20. C=CCOc1cccc(C2C(C(=O)c3ccc(C)o3)=C(O)C(=O)N2CCCn2ccnc2)c1 (centres undefined)
 : 3%, -0.1%, 27%, 0%, -3%, -3%, 0%, -8%, i
21. COC(=O)CCC(=O)OC1(C)C(=O)C=C2C=C(C3CC3)N(CCc3c[nH]c4ccccc34)C=C2C1=O (centres undefined)
 : -9%, -1.1%, -3%, 13%, -6%, 3%, 8%, 6%, i
22. COc1ccc(OC)c(C2C(C(=O)Nc3ccccc3OC)=C(C)Nc3nc(CCCO)nn32)c1 (centres undefined)
 : 4%, 0.3%, 1%, 11%, -3%, -18%, 0%, 9%, i
23. COc1ccc(OC)c(NC(=O)CSc2nncc3ccccc23)c1
 : 23%, 0.2%, 27%, -10%, ?, 14%, -6%, 5%, i
24. CC(C)Cn1c(SCC(=O)N2CCOCC2)nc2ccccc2c1=O
 : -16%, 0.4%, 0%, -32%, 2%, 1%, 0%, 6%, i
25. CC(C)(C)NC[C@H](O)COc1nsnc1N1CCOCC1
 : 0%&-7%&-9%, -0.5%&3.0%&-0.5%, 0%, 1%&8%&10%, 0%&2%&-4%, -5%&7%&-10%, -2%&-4%&-3%, -1%&3%&-6%&0%, i
26. CCOc1ccc(NS(=O)(=O)c2ccc(NC(=O)[C@@H]3CCCC[C@@H]3C(=O)O)cc2)cc1
 : 14%, -0.1%, 0%, -13%, -3%, -2%, 0%, -7%, i
27. CS(=O)(=O)N(Cc1ccccc1)c1ccccc1C(=O)Nc1ccccc1C(=O)NCc1ccco1
 : 2%, 9.6%, -4%, ?, 7%, 3%, -3%, -8%, i
28. Cc1ccc(S(=O)(=O)Nc2ccccc2C(=O)Nc2nc(-c3ccc(F)cc3)cs2)cc1
 : -34%, 4.1%, 5.8µM*, ?, ?, 5.6µM*, -24%, ?, ?
29. O=c1ccc2ccc(Oc3ccc(Cl)cc3[N+](=O)[O-])cc2o1
 : 6%, 13%, 6%, 32%, 2%, -11%, 3%, 2%, i
30. COc1cc(NC(=O)Cc2ccccc2)c(C(=O)O)cc1OC
 : 20%, -0.2%, 0%, -2%, -10%, 18%, 1%, -19%, i
31. Cc1ccc(C(O)(COC(=O)C(C)C)COC(=O)C(C)C)c(O)c1
 : 7%, 22%, ?, 0%, 0%, 17%, -18%, -3%, i
32. O=C(CNC(=O)N1CC(=O)Nc2ccccc21)NCc1ccccc1Cl
 : -3%, -2.3%, -4%, -6%, 0%, 9%, -10%, -15%, i
33. Cc1ccc(NS(=O)(=O)N2CCCCC2)cc1
 : 4%, -0.6%, 9%, 7%, 2%, 1%, 2%, 1%, i
34. CC(C)NC(=O)/C(=C/c1ccco1)c1ccccc1
 : -6%, 2.3%, -1%, 16%, 6%, -8%, -5%, -4%, i
35. CNC(=O)Nc1cccc2cccnc12
 : -1%, 2.2%, 6%, 10%, 4%, 5%, -17%, -21%, i
36. COc1ccc(CN(C)Cc2nc(Cc3ccccc3Cl)no2)cc1OC
 : -5%, 3.2%, -11%, ?, -2%, 3%, -1%, -23%, i
37. Cc1noc(C)c1NC(=O)N(C)C[C@@H]1Oc2cc(Br)ccc2S(=O)(=O)N([C@H](C)CO)C[C@@H]1C
 : -1%, 0.4%, ., ., ., 9%, 5%, 8%, i
38. CCn1c(C)nc2cc(C(=O)NNS(=O)(=O)c3ccc(C)c(C)c3)ccc21
 : -4%, -0.7%, 3%, ?, -19%, 16%, -2%, -1%, i
39. CCCCC1(CC(=O)OCC)SCCN1C(N)=O (centres undefined)
 : -4%, 0.4%, ., ., ., -1%, 9%, ., i
40. C1=CC2CCC1ON2c1ccccc1 (centres undefined)
 : 10%, 0.3%, -6%, 13%, -1%, 12%, 6%, 1%, i

Quoted from above, nos. 39 to 40
Screens in order – HepG2 tox, Nrf2 ARE act, MCF10A rerep, Nrf2 inh, A549 viability, TGFb SMAD3 inh, EPAC2 antag, ATXN2 expr inh, S2 tox
39. CCCCC1(CC(=O)OCC)SCCN1C(N)=O (centres undefined)
 : -4%, 0.4%, ., ., ., -1%, 9%, ., i
40. C1=CC2CCC1ON2c1ccccc1 (centres undefined)
 : 10%, 0.3%, -6%, 13%, -1%, 12%, 6%, 1%, i

The listing continues:
41) NC(Cc1ccccc1)c1csc(Nc2ccc(C(=O)c3ccccc3)cc2)n1 (centres undefined)
42) O=S1(=O)C[C@H](N2CCC[C@@H]2CO)[C@@H](COCc2ccccc2)N1
43) O=C(CCOc1ccccc1)N1CCN(S(=O)(=O)c2ccccc2F)CC1
44) CC1Oc2cc3oc4c(O)c5c(cc4c(=O)c3c(O)c2C1(C)C)C=CC(C)(C)O5 (centres undefined)
45) COC(=O)CSc1nnc(-c2ccccc2OC)n1-c1ccc(C)cc1
46) CCOC(=O)C(Cc1cc(C(C)=O)ccc1OC(C)C)C(=O)OCC
47) CCCN1C(=O)COc2ccc(-c3n[nH]c(=O)c4ccccc34)cc21
48) O=C(COC(=O)C1=COCCO1)Nc1ccc(F)c(F)c1
assay / entry	41	42	43	44	45	46	47	48
HepG2 tox	-101%	-1%	8%	-58%	-29%	-38%	-27%	1%
Nrf2 ARE act	5.7%[9.22 µM]	0.2%	-0.6%	5.3%	-0.1%	-0.4%	1.8%	-0.9%
MCF10A rerep	.	.	3%	0%	-2%	33%	0%	-2%
Nrf2 inh	.	.	-11%	22%	18%	7%	?	5%
A549 viability	.	.	9%	-1%	-10%	-8%	-10%	0%
TGFb SMAD3 inh	?	-7%	?	?	0%	15%	-12%	-10%
EPAC2 antag	2%	10%	6%	0%	0%	-2%	-3%	3%
ATXN2 expr inh	?	13%	-9%	39%[activator]	2%	2%	-11%	-2%
S2 tox	?	i	i	?	i	i	i	i
